Compound activity (PubChem BioAssay)
ABCB6 inh MLPCN – inhibitors of human ABC transporter ABCB6 | AID 602162 | 360,000 compounds, 0.19% hits | K562-ABCB6 porphyrin accumulation, flow cytometry, 1 h; hits give low values | fluorescence ratio to DMSO, % at 10 µM;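 active means fluorescence ratio to DMSO below 75%, the collection mean minus 3 SD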;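 further: signal is porphyrin accumulated inside mitochondria; 100% equals median channel fluorescence of DMSO control wells; lower ratio means ABCB6 inhibition with less porphyrin fluorescence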
hiPSC survival – increases survival of single human iPS cells | hiPSC single-cell survival, ATPlite luminescence; 100% = ROCK inhibitor wells, 0% = DMSO | survival enhancement, % at 20 µM | 360,000 compounds, 0.044% hits | AID 602274; in the data active means survival enhancement above about 18%;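 further: cells exposed to compounds for 16 hours before the ATP read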
MC4R antag cAMP – human MC4R antagonism in cAMP assay. P32245. MC4R-expressing cells, MTII-stimulated cAMP, LANCE TR-FRET. inhibition, % at 6.5 µM. 360,000 compounds, 0.48% hits;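 active means inhibition above its plate's cutoff, the mean of tested wells on that plate plus 3 SD, cut at about 29% in these data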;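 further: 0% = Melanotan II alone and 100% = Melanotan II plus saturating MCL0020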
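Assay system: human MC4R-expressing U2OS cells; reagent: Melanotan II stimulation of cells; dosing: 6.5 µM single dose; timing: compound 30 min, challenge 1 h, detection 1 h; signal: TR-FRET cAMP assay; replicates: one well per compound, no replicates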
HTR2A ag – mouse HTR2A agonism via beta-arrestin recruitment | P35363 | AID 624169 | 360,000 compounds, 0.66% hits | CHO-K1 mHTR2A beta-arrestin complementation, luminescence; percent of 30 µM serotonin response | activation, % at 7.6 µM;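 active means activation above a run cutoff, the mean activation of all tested compounds plus 3 SD, cut at about 14% in these data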;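 further: 0% = plate median of compound wells and 100% = 30 µM serotonin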
MC4R ag barr – human MC4R agonism via beta-arrestin | P32245 | U2OS MC4R beta-arrestin complementation, luminescence; percent of melanotan II response, DMSO zero | activation, % at 8.9 µM | 360,000 compounds, 0.98% hits;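 active means activation above a per-plate cutoff, the mean activation of sample wells on that plate plus 3 SD, cut at about 8% in these data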
ABHD5-PLIN5 inh – ABHD5-PLIN5 protein interaction inhibition; 360,000 compounds, 0.78% hits; Split G. princeps luciferase complementation, luminescence, 4 h; inhibition, % at 4 µM; Q00G26+Q8WTS1; AID 602281;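 active means inhibition above the mean inhibition across every tested compound plus 3 SD, cut at about 22% in these data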;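 further: 0% = DMSO only wells and the 100% control is not disclosed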
Target sequence (Q00G26 whole entry, looked up): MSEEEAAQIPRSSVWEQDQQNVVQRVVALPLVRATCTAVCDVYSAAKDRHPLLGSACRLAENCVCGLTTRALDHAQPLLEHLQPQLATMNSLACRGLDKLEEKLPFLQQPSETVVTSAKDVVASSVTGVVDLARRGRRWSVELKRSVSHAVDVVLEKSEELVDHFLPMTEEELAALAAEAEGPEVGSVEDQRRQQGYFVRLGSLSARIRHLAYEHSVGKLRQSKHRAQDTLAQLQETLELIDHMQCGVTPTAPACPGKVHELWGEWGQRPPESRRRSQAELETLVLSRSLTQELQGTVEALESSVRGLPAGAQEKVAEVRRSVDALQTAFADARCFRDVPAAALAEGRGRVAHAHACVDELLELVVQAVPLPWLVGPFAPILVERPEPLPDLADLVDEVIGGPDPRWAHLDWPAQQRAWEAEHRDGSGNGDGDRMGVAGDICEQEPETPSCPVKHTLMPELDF
Target sequence (Q8WTS1 whole entry, looked up): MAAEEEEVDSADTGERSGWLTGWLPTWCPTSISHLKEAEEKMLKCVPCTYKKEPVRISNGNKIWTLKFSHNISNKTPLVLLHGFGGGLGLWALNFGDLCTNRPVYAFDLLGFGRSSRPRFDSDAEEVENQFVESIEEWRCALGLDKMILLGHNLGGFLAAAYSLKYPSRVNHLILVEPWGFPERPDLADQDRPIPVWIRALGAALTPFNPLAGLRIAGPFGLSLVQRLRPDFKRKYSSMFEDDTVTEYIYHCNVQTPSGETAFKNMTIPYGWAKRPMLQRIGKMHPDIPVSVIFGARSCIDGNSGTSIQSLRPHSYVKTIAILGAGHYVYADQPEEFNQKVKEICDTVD
H9c2 protect – modulators protecting cardiomyocytes from myocardial damage | 360,000 compounds, 0.63% hits | H9c2 cardiomyocytes, H2O2 injury protection, ATPLite, 2 h | protection from H2O2 cell death, % at 20 µM;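 active means compounds giving at least 50% protection of heart cells from peroxide-induced death in the single-dose screen, raw or plate-pattern-corrected value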;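 further: 0% = DMSO wells with peroxide and 100% = DMSO wells without peroxide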
aDG glyco act – increases alpha dystroglycan glycosylation; activation, % at 10 µM; 360,000 compounds, 0.22% hits; Pro5-aDG cells, alpha-DG glycosylation AlphaScreen (IIH6); 0% Pro5, 100% B10-LARGE cell signal; AID 624168;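 active means activation of at least 8% versus controls, or a plate z-score of at least 8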;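 further: Pro5 are CHO cells carrying HIG-tagged alpha-DG that lacks glycosylation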
Granule exo inh – lytic granule exocytosis inhibition; TALL-104 LAMP-1 surface exposure, flow cytometry; cells stimulated with thapsigargin and PMA; inhibition, % at 10 µM; 360,000 compounds, 0.66% hits;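 active means inhibition above about 55%, limit read from the data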
N-glyco inh – blocks N-linked glycosylation in D54 reporter cells | 360,000 compounds, 0.23% hits | D54 ERlucT glycosylation luciferase reporter, 24 h; percent of 100 nM tunicamycin response | reporter increase, % at 12.5 µM;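 active means mean luciferase reporter signal, scaled so untreated is 0 and the glycosylation-blocking control 100, at or above a set limit in every replicate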;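 further: luciferase carries N-glycosylation sites so blocking glycosylation raises the light; 0% = median of neutral control wells and 100% = median of 100 nM tunicamycin wells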
The depositor's hits bear a star.

The first seven compounds (preview)
| smiles | ABCB6 inh MLPCN | hiPSC survival | MC4R antag cAMP | HTR2A ag | MC4R ag barr | ABHD5-PLIN5 inh | H9c2 protect | aDG glyco act | Granule exo inh | N-glyco inh |
| --- | --- | --- | --- | --- | --- | --- | --- | --- | --- | --- |
| Cc1cccc(-c2noc(-c3c(C)noc3C)n2)c1 | 97 | 0.2 | 21 | 0 | 3.1 | 0 | 1 | -0.1 | -12 | 2 |
| COc1ccc(CNCCSc2nnnn2C)cc1OC | 97 | 0.1 | 2 | 4 | -0.4 | -6 | 3 | 0.1 | -2 | 0 |
| COc1ccc(OC)c(NC(=O)Nc2nc(C(C)N)cs2)c1 (stereo not drawn) | 95 | 2.2 | -8 | -5 | -2.0 | 3 | 17 | 0.4 | -6 | -2 |
| Cc1ccc(NC(=O)CSc2nnc(-c3ccco3)c(-c3ccco3)n2)cc1 | 92 | 6.0 | -10 | 3 | -2.3 | 27* | 6 | -0.1 | 6 | 19 |
| COc1ccc(C(=O)NCC(=O)N/N=C/c2c(C)[nH]c3ccccc23)cc1OC | 103 | 0.7 | -9 | 1 | 0.3 | 1 | 9 | 0.1 | -4 | 1 |
| O=C(O)c1ccc(C(=O)O)c(C(=O)c2ccc(NC(=O)c3ccccc3)cc2)c1 | 101 | -0.5 | 8 | 8 | 0.3 | 0 | 1 | 0.1 | 5 | 2 |
| O=C(NC(=S)N1CCc2ccccc21)C1CCC1 | 103 | -0.1 | 3 | 0 | -1.4 | 1 | 7 | 0.0 | -2 | 3 |

The list itself, from the start:
| smiles | ABCB6 inh MLPCN | hiPSC survival | MC4R antag cAMP | HTR2A ag | MC4R ag barr | ABHD5-PLIN5 inh | H9c2 protect | aDG glyco act | Granule exo inh | N-glyco inh |
| --- | --- | --- | --- | --- | --- | --- | --- | --- | --- | --- |
| Cc1cccc(-c2noc(-c3c(C)noc3C)n2)c1 | 97 | 0.2 | 21 | 0 | 3.1 | 0 | 1 | -0.1 | -12 | 2 |
| COc1ccc(CNCCSc2nnnn2C)cc1OC | 97 | 0.1 | 2 | 4 | -0.4 | -6 | 3 | 0.1 | -2 | 0 |
| COc1ccc(OC)c(NC(=O)Nc2nc(C(C)N)cs2)c1 (stereo not drawn) | 95 | 2.2 | -8 | -5 | -2.0 | 3 | 17 | 0.4 | -6 | -2 |
| Cc1ccc(NC(=O)CSc2nnc(-c3ccco3)c(-c3ccco3)n2)cc1 | 92 | 6.0 | -10 | 3 | -2.3 | 27* | 6 | -0.1 | 6 | 19 |
| COc1ccc(C(=O)NCC(=O)N/N=C/c2c(C)[nH]c3ccccc23)cc1OC | 103 | 0.7 | -9 | 1 | 0.3 | 1 | 9 | 0.1 | -4 | 1 |
| O=C(O)c1ccc(C(=O)O)c(C(=O)c2ccc(NC(=O)c3ccccc3)cc2)c1 | 101 | -0.5 | 8 | 8 | 0.3 | 0 | 1 | 0.1 | 5 | 2 |
| O=C(NC(=S)N1CCc2ccccc21)C1CCC1 | 103 | -0.1 | 3 | 0 | -1.4 | 1 | 7 | 0.0 | -2 | 3 |
| Cc1cc(C(=O)Nc2c(C)nn(Cc3c(Cl)cccc3Cl)c2C)no1 | 95 | -3.1 | 5 | 1 | 0.2 | 1 | 9 | 0.1 | -1 | -11 |
| COc1ccc2[nH]c(=O)c(CN(Cc3nnnn3Cc3ccccc3)CC3CCCO3)cc2c1 (stereo not drawn) | 95 | 0.5 | 4 | 1 | -0.1 | -4 | 67* | -0.1 | -1 | 2 |
| N#CC(C#N)=C1CCCc2sccc21 | 96 | 0.4 | -9 | 1 | -0.3 | 1 | 3 | 0.1 | 0 | 5 |
| CS(=O)(=O)N(CC(=O)NC1CCCCC1)Cc1ccc(Cl)cc1 | 95 | 5.8 | 1 | -2 | -0.5 | 2 | -5 | 0.0 | -4 | 2 |
| CC(=O)c1ccc(NC(=O)COC(=O)C2CCN(S(=O)(=O)c3cccs3)CC2)cc1 | 104 | -0.4 | -4 | 4 | 0.1 | -4 | 8 | -0.4 | -3 | 3 |
| Cc1c(CNCCc2ccccc2)c(C(=O)O)c(C)n1-c1ccccc1 | 101 | -0.5 | 12 | -1 | -1.9 | -1 | -3 | -0.1 | 8 | 0 |
| CC1(C)Cc2c(c(N3CCOCC3)nc3sc(C(=O)Nc4ccccc4)c(N)c23)CO1 | 92 | -0.3 | 11 | 0 | -2.9 | -3 | 34 | 0.6 | 3 | 14 |
| CCCCOc1ccc(C(=O)NCC(=O)NCC(=O)OCC)cc1 | 89 | 0.3 | 9 | 6 | 1.1 | 6 | 6 | -0.2 | 0 | 2 |
| CCOc1ccc(/C=N/NC(=O)c2ccccc2Cl)cc1CN1CC2CC(C1)c1cccc(=O)n1C2 (stereo not drawn) | 100 | -2.1 | 6 | 1 | 1.5 | 16 | 3 | 0.1 | -4 | -1 |
| COc1ccc(-c2cc3nc(C)cc(N4CC(C)CC(C)C4)n3n2)cc1 (stereo not drawn) | 108 | -2.0 | 2 | 2 | -1.0 | -3 | 7 | 0.3 | -1 | -3 |
| COc1ccc(C2=Nn3c(nnc3-c3ccccc3Cl)SC2)cc1OC1CCOC1 (stereo not drawn) | 94 | 2.7 | -55 | -4 | -1.5 | -1 | 4 | -0.3 | 5 | 10 |
| CN(C)CCN(C(=O)c1ccc2ccccc2c1)c1nc2ccc(Br)cc2s1 | 92 | 1.3 | -1 | -6 | -2.5 | 3 | 5 | 0.1 | 0 | -2 |
| Cc1cc(NC(=O)CSc2ccc(-c3ccccc3)nn2)no1 | 98 | 3.1 | 5 | -5 | -0.1 | -2 | 3 | 0.0 | 0 | 0 |
| CCOC(=O)C/C(C)=N\Nc1ccc([N+](=O)[O-])cc1[N+](=O)[O-] | 107 | 7.9 | 11 | 1 | -0.9 | 0 | -16 | 0.0 | -3 | 1 |
| CC(=O)NC1=NN(C(C)=O)C(c2ccc(F)cc2)S1 (stereo not drawn) | 90 | -1.7 | 1 | 0 | -1.2 | -3 | 9 | -0.3 | -5 | -1 |
| CC(C)c1onc(C(=O)N(C)Cc2ccccc2)c1[N+](=O)[O-] | 99 | 2.0 | 8 | -2 | 0.9 | -4 | 0 | -0.2 | -7 | 1 |
| Cc1ccc(S(=O)(=O)N2CCOCC2)cc1NC(=O)COC(=O)CNC(=O)c1ccccc1 | 97 | -0.7 | 7 | 3 | -2.8 | 1 | -10 | -0.4 | -1 | 2 |
| CCCNC(=O)COC(=O)CCC(=O)c1cccs1 | 138 | -0.1 | 13 | 0 | -2.8 | 3 | 0 | 0.0 | 3 | 2 |
| O=C(c1ccc(F)cc1)C1CCN(Cc2cn[nH]c2-c2ccccc2)CC1 | 81 | -0.1 | 0 | -5 | -1.0 | -3 | 0 | -0.1 | -2 | 1 |
| CCOc1ncccc1C(=O)Nc1ccc(C(=O)Nc2ccc(OC)cc2)cc1 | 94 | -2.0 | 5 | -4 | 2.7 | 2 | 14 | -0.2 | 0 | 0 |
| O=C(c1cccnc1)N1N=C2CCCCCC2C1(O)C(F)(F)F (stereo not drawn) | 100 | 0.2 | 1 | 1 | -1.9 | 0 | -5 | -0.1 | 0 | 2 |
| CCOC(=O)C1CCN(C(=O)c2cc3ccc(OC)cc3[nH]2)CC1 | 105 | -0.5 | 17 | 1 | 0.1 | -2 | -5 | 0.1 | -3 | 4 |
| Cc1ccc(NC(=O)CN2CCCC2c2cccn2C)c(Br)c1 (stereo not drawn) | 100 | -0.6 | 11 | 6 | -1.5 | 9 | -9 | 0.6 | -2 | -8 |
| COc1ccc(NC(=O)NCc2ccccn2)cc1OC | 102 | -0.9 | -6 | 1 | -3.1 | 2 | 0 | -0.4 | -1 | 1 |
| COC(=O)c1ccc(NC(=O)CN2CCN(CCO)CC2)cc1 | 100 | 0.4 | 2 | 13 | -1.0 | -6 | 2 | 0.0 | -4 | 1 |
| COc1cc2c(c(OC)c1OC)C(=O)CC2 | 96 | -0.2 | -4 | -3 | -2.1 | -6 | -3 | 0.0 | 8 | 1 |
| O=C(O)CN1C(=O)/C(=C/C=C/c2ccccc2)SC1=S | 103 | -0.4 | -13 | 3 | -3.9 | -3 | -5 | 0.2 | -4 | -1 |
| CC(C)OCCCNC(=O)COCC(=O)Nc1ccc(OCCc2ccccc2)cc1 | 92 | -0.7 | 16 | -7 | 0.4 | 9 | -6 | 0.4 | -12 | 0 |
| C=CCC1(CC=C)CCCN1C(=O)CC1C(=O)NCCN1Cc1ccccc1OC (stereo not drawn) | 95 | 2.0 | 21 | 3 | 3.2 | 8 | 3 | 0.4 | 2 | 2 |
| CCOC(=O)[C@H]1[C@H]2COc3ccc(Br)cc3[C@@H]2N2C(=O)CN(Cc3ccc(C)cc3)C(=O)[C@@]12C | 97 | 9.6 | 2 | -4 | -0.4 | 1 | 6 | 0.0 | -10 | -2 |
| COc1cc(/C=C2\SC(=Nc3ccccc3)N(CCc3c[nH]c4ccccc34)C2=O)ccc1OC(C)C(=O)O (stereo not drawn) | 73* | 1.4 | 13 | 1 | 2.5 | -2 | -5 | -0.4 | 0 | 1 |
| Cc1cc(C)c(C)c(S(=O)(=O)NCC(=O)N2CCCC2)c1C | 100 | 3.1 | 4 | -2 | -1.4 | 2 | -1 | -0.1 | 0 | -1 |
| Cc1nnc2sc(-c3cccc(NC(=O)c4cccnc4)c3)nn12 | 92 | -2.3 | -7 | 1 | -1.0 | 9 | 38 | -0.3 | 1 | 3 |
| Cn1c(=O)c2c(nc(SCc3cccnc3)n2Cc2ccccc2)n(C)c1=O | 98 | 0.2 | -4 | 1 | 0.0 | 12 | 16 | 0.0 | 3 | -5 |
| Cc1ccccc1NC(=O)c1ccc(C)c(S(=O)(=O)N2CCN(C)CC2)c1 | 102 | 1.1 | 12 | -3 | -1.2 | -1 | 3 | 0.0 | -10 | 0 |
| CSCCC(NC(=O)c1ccc(Cl)cc1)C(=O)OCC(C)=O (stereo not drawn) | 100 | 2.1 | 13 | 2 | -1.7 | -2 | 13 | 0.4 | 6 | 0 |
| CCOC(=O)c1ccc(NC(C)=O)c([N+](=O)[O-])c1 | 97 | -0.6 | 16 | 2 | 0.8 | -3 | -3 | -0.2 | 20 | 0 |
| CN(C)S(=O)(=O)N1CCc2ccc(NC(=O)c3ccc(C(F)(F)F)cc3)cc2C1 | 95 | -0.4 | 0 | -5 | 0.0 | -3 | -14 | 0.8 | 5 | -5 |
| COc1cccc(/C=N/NC(=O)CNC(=O)/C=C\c2ccccc2)c1O | 99 | 0.4 | -1 | 2 | -1.6 | 2 | 52* | 0.4 | -2 | -4 |
| CCOC(=O)Cc1c(C)nc2c(-c3ccc(Cl)cc3)c(C)[nH]n2c1=O | 96 | 1.6 | 5 | -2 | 0.4 | -7 | 12 | 0.0 | -9 | 1 |
| COc1cc(NC(=O)CN2C(=O)CSc3ccc(S(=O)(=O)N4CCCC4)cc32)cc(OC)c1 | 106 | 0.1 | -1 | -5 | -2.6 | 3 | 7 | -0.4 | -3 | -3 |

Hits appear at their usual frequency. Share with any hit: about 4.5%.
